Compound activity from PubChem BioAssay.
FLuc stim CS – firefly luciferase counter-screen for stimulation assays. ATPlite luciferase biochemical, luminescence, 10 min; 0 = ATP-free wells, 1 = DMSO control. 200,000 tested, under 10 active. P08659. activation factor at 10 µM;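 active means luciferase activation factor, scaled between plate controls, of at least 2 with compound at 10 µM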
Target sequence (P08659 whole entry, looked up): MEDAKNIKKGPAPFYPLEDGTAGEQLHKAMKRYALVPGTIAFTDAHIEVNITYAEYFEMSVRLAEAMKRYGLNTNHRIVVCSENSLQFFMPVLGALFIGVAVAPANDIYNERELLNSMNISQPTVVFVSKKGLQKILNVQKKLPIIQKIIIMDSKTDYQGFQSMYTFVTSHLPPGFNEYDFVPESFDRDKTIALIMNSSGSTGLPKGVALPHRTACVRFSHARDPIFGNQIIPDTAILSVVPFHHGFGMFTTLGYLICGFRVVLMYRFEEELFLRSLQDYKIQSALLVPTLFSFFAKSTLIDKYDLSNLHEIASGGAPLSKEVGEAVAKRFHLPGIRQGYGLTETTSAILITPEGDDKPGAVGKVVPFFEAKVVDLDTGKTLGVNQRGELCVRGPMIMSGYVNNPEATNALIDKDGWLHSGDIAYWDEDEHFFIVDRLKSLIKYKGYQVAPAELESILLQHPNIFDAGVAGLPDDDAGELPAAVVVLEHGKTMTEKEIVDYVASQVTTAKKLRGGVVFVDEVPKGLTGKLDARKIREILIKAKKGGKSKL
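Assay system: Luciferase/luciferin detection reagent, cell-free biochemical luciferase assay / Read-out: luciferase activation / Benchmarks: No-ATP low control, compound-free enzyme-plus-ATP high control / Medium: PBS buffer for ATP / Detection: luminescence measurement of luciferase light output / Schedule: 10 min at ambient temperature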
bIAP activator – intestinal alkaline phosphatase (bovine) activation | AID 1016 | purified bovine IAP, CDP-star luminescence, 30 min; active compounds read high; fold of DMSO-control signal, blank-subtracted | 200,000 compounds, 0.17% hits | activation factor at 20 µM;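 active means activation factor of 2 or more at 20 µM, a signal rise over negative controls twice the positive control's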
TNAP act hi DEA – TNAP (human) activation, high acceptor; AID 1136; purified TNAP, CDP-star luminescence, 1 M DEA, 30 min; active compounds read high; 0 = EDTA background, 1 = DMSO-only activity; activation factor at 20 µM; P05186; 200,000 tested, under 10 active;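 active means activation factor at least 2 at 20 µM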
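Measured by: Luminescent substrate turnover signal | Test system: Human TNAP | Input: TNAP 1/800 final | Dosing: 20 µM single point | Schedule: 30 min, room temperature | Controls: EDTA wells as negative control, DMSO wells as positive control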
PMI act satM6P – activators of human phosphomannose isomerase at near-saturating mannose 6-phosphate | 190,000 compounds, 0.34% hits | P34949 | activation factor at 20 µM | AID 1216 | coupled PMI enzyme assay, resazurin fluorescence, 20 min; active compounds read high; 1 = untreated enzyme, 0 = substrate-free blank;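 active means activation factor of 2 or more at 20 µM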
Target sequence (P34949 whole entry, looked up): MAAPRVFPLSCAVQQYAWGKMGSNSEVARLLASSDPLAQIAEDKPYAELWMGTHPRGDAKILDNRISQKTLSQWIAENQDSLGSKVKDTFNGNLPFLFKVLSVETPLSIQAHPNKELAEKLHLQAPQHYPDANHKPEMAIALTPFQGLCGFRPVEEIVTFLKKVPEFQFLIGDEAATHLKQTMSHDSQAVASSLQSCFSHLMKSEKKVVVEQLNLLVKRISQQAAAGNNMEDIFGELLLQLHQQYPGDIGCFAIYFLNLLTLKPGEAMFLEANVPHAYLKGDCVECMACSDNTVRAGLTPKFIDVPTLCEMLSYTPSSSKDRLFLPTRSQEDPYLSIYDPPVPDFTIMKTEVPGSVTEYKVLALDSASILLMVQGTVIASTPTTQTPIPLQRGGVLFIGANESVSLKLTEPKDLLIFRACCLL
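Test system: human PMI in coupled enzyme assay; Input: PMI at 15 ng/mL final; Medium: HEPES buffer, pH 7.4; Schedule: 20 min incubation at room temperature; Technique: resorufin fluorescence at Ex 544/Em 590 nm; Compound: 20 µM single dose; Probe or stimulus: Near-saturating mannose-6-phosphate, 1.0 mM.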
PMI activator – activators of human phosphomannose isomerase; P34949; purified human PMI, coupled resazurin fluorescence, 20 min; active compounds read high; 1 = vehicle control, 0 substrate-free wells; activation factor at 20 µM; 190,000 compounds, 0.005% hits;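 active means activation factor of 2 or more at 20 µM, relative to plate controls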
TNAP inh no acc – blocks human TNAP activity with no phosphate acceptor present | P05186 | purified TNAP, CDP-star luminescence, 30 min | inhibition, % at 20 µM | 200,000 compounds, 0.26% hits | AID 1012;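 active means tissue-nonspecific alkaline phosphatase inhibition above about 50% at 20 µM in the single-dose screen, limit read from the data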;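 further: 0% = DMSO negative control and 100% = EDTA positive control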
FLuc inhib CS – Photinus pyralis luciferase inhibition counter-screen. P08659. ATPLite firefly luciferase biochemical luminescence, 10 min. inhibition, % at 10 µM. 200,000 compounds, 1.5% hits. AID 1006;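 active means inhibition above about 50% when tested at 10 µM, limit read from the data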
TNAP inh hi DEA – inhibitors of human TNAP at high phosphate acceptor concentration; P05186; purified TNAP, CDP-star luminescence, 1 M DEA; inhibition, % at 20 µM; 200,000 compounds, 0.03% hits; AID 1135;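 active means over 50% inhibition of tissue-nonspecific alkaline phosphatase at 20 µM in the single-dose screen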;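 further: plate controls were DMSO wells for no effect and EDTA-quenched wells as full inhibition for full effect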
NF-kB neuron act – raises NF-kB expression in human neuronal cells; NF-kB reporter expression; active compounds read high; fold change at 12.5 µM; 190,000 compounds, 1.6% hits; in the data active means fold change above about 3.3
APP 5'UTR act – activates APP 5'UTR luciferase reporter; SH-SY5Y APP 5'UTR luciferase reporter, luminescence; zero percent = DMSO vehicle wells; 190,000 compounds, 1% hits; AID 1276; activation, % at 2 µM;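 active means activation above a set limit, based on mean plus 3 SD of controls, cut at about 140% in these data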; further: values of inactives mirror those of a sister screen read the other way
Starred values were filed as active, the others as inactive; . = no result given. Random draw from the library, and some 3.6% of all compounds hit somewhere here.

SMILES	FLuc stim CS	bIAP activator	TNAP act hi DEA	PMI act satM6P	PMI activator	TNAP inh no acc	FLuc inhib CS	TNAP inh hi DEA	NF-kB neuron act	APP 5'UTR act
O=C(CSc1ccccc1C(=O)NCCCN1CCCC1=O)NCc1ccco1	1	0.9	1	1.1	1	-13	-4	-1	0.86	1
CN1CCN(c2ccccc2NC(=O)c2ccc([N+](=O)[O-])cc2Cl)CC1	1	1	1	0.8	0.8	-3	-4	0	0.97	7
Cc1ccc(NC(=O)CN2C(=O)N/C(=C\c3cccn3-c3cccc(C(=O)O)c3)C2=O)cc1	1	1	1	1.1	1.2	-12	-4	-5	0.94	-26
COc1ccc(CN(C)CC(=O)Nc2ccccc2C(F)(F)F)cc1	1	1	1	0.9	0.9	-6	-3	-1	1.1	3
Cc1ccc(C)c(NC(=O)CSc2nc(N)c(NC(=O)c3cccs3)c(=O)[nH]2)c1	1.1	0.9	1.1	1.1	1	-12	-6	-5	0.95	17
CCCc1cc(=O)[nH]c(SCC(=O)Nc2ccc3c(c2)CCC3)n1	1	1	1.1	1	1	-13	-3	-6	1.1	-11
Cc1cc(-n2ccnc2)n2c(nc3ccccc32)c1C#N	1.1	0.9	1	1	1	-18	-9	-3	0.97	-20
O=C(COC(=O)CCC(=O)c1ccc(F)cc1)NCc1ccco1	1.1	0.9	1.1	1	1	-3	-7	-5	1.2	12
CCOC(=O)C1=C(N)n2c(s/c(=C\c3ccco3)c2=O)=C(C(=O)OCC)C1c1ccco1 (stereo not drawn)	1	0.9	0.9	0.7	0.8	7	-2	7	0.83	11
NC(=O)c1ccccc1NC(=O)/C=C/C(=O)O	1.1	1	1.1	1.1	1.1	9	-7	-6	2.7	14
C=CCSc1nnc(NC(=O)c2ccc(S(=O)(=O)NCC3CCCO3)cc2)s1 (stereo not drawn)	1	0.9	1	1	0.9	-2	-2	2	1.1	9
O=C(CSc1n[nH]c(=O)[nH]c1=O)N/N=C/c1ccccc1O	1	1	1	1.3	1.1	-120	-4	2	1	0
COC(=O)c1ccc(NC(=S)N2CCN(C)CC2)cc1	1.1	1.1	1	1	1	-6	-6	-5	1.4	12
CCOC(=O)c1c(N=CN(C)C)c(C#N)c2n1CCCC2	1	0.9	1	1	1	-5	-3	3	1.3	6
Cn1c(=O)c2nc(-c3ccc(Cl)cc3Cl)oc2c2ccccc21	0.8	0.8	1	1.1	1	-3	22	3	1.2	40
CCCCOC(=O)Cn1c(=N)n(CCN(CC)CC)c2ccccc21	1	0.6	1	1.1	1.1	-11	-3	-5	1.5	-18
Cc1ccc(Nc2nc(=O)c3cccnc3s2)cc1	0.8	0.9	1	1	1	-7	17	-4	4.3*	68
CCn1c(=S)sc2c(=O)n(-c3ccccc3)c(=S)[nH]c21	1	1.1	1	1.1	0.8	-1	-1	4	1.1	4
COC(=O)c1ccc(CN2CCN(CCCc3ccccc3)C(CCO)C2)cc1 (stereo not drawn)	1.1	0.8	1	0.9	0.9	-3	-8	-2	1.4	-16
FC(F)(F)C1CC(c2cccs2)Nc2ncnn21 (stereo not drawn)	1	1	1	0.9	0.9	-9	-2	-3	1.1	-17
COc1ccccc1Cn1c(=S)[nH]c2cc(C(=O)NCCN3CCOCC3)ccc2c1=O	1	1	1	1	1	-1	1	3	0.89	-2
CC(C)CCNC(=O)C(c1ccco1)N(C(=O)Cn1nnc2ccccc21)c1ccc2c(c1)OCO2 (stereo not drawn)	1	1	1	0.9	0.8	-16	0	-3	0.95	-10
CCOC(=O)CNc1nc(-c2ccncc2)nc2ccccc12	1.1	0.8	1	1	0.9	-11	-6	-3	0.78	-18
O=C(N/N=C/c1ccc(O)cc1)Nc1cccc2nsnc12	1	1	1.1	1	1	-6	0	-6	0.37	-12
Cc1cc(C)c(NC(=O)c2cc(C(=O)O)ccc2C(=O)O)c([N+](=O)[O-])c1	1	1	1	1.1	1.2	-6	-3	1	1.1	17
Clc1ccc(CSc2snnc2-c2ccccc2)cc1	1.1	0.4	1	0.9	0.9	-12	-9	0	1.1	3
OCCCCNCc1cc(Br)ccc1OCc1ccccc1	1.1	1.1	1.1	0.9	0.9	-12	-6	-6	0.9	-1
CC(=O)c1ccc(OCC(O)CN(C)Cc2cccs2)cc1 (stereo not drawn)	1	1	1	1	0.9	-12	-3	-4	0.95	-2
O=S(=O)(/N=C(/Nc1ccccn1)c1ccc(Cl)cc1)c1ccc(Cl)cc1	1.1	1	1	0.9	0.9	-11	-6	-2	1.4	41
N#Cc1cc([N+](=O)[O-])ccc1N1CCCC1	1.1	1	1	1	1.1	5	-7	4	0.92	0

Record cards, as listed above.
Cc1cc(C)c(NC(=O)c2cc(C(=O)O)ccc2C(=O)O)c([N+](=O)[O-])c1 is listed with FLuc stim CS: 1; bIAP activator: 1; TNAP act hi DEA: 1; PMI act satM6P: 1.1; PMI activator: 1.2; TNAP inh no acc: -6; FLuc inhib CS: -3; TNAP inh hi DEA: 1; NF-kB neuron act: 1.1; APP 5'UTR act: 17
FC(F)(F)C1CC(c2cccs2)Nc2ncnn21 (stereo not drawn) is listed with FLuc stim CS: 1; bIAP activator: 1; TNAP act hi DEA: 1; PMI act satM6P: 0.9; PMI activator: 0.9; TNAP inh no acc: -9; FLuc inhib CS: -2; TNAP inh hi DEA: -3; NF-kB neuron act: 1.1; APP 5'UTR act: -17
CC(=O)c1ccc(OCC(O)CN(C)Cc2cccs2)cc1 (stereo not drawn) is listed with FLuc stim CS: 1; bIAP activator: 1; TNAP act hi DEA: 1; PMI act satM6P: 1; PMI activator: 0.9; TNAP inh no acc: -12; FLuc inhib CS: -3; TNAP inh hi DEA: -4; NF-kB neuron act: 0.95; APP 5'UTR act: -2

Remaining list, next part.
SMILES	FLuc stim CS	bIAP activator	TNAP act hi DEA	PMI act satM6P	PMI activator	TNAP inh no acc	FLuc inhib CS	TNAP inh hi DEA	NF-kB neuron act	APP 5'UTR act
Cc1c(Cl)cnc(NC(=O)COC(=O)c2ccc3c(c2)OCO3)c1Cl	1	0.7	1.1	0.7	1	-9	-4	-5	1.1	-6
O=C1c2ccccc2C(=O)N1c1nc(-c2cccs2)cs1	0.6	0.9	1	1.2	1	-8	45	-3	1.2	17
CN(C)C(=O)CN1C(=O)C2CC=C(Cl)CC2C1=O (stereo not drawn)	1.1	0.8	1	0.9	0.9	-9	-5	-4	1.2	2
CCOc1cc(CNCc2ccncc2)cc(Cl)c1OC	1	1.4	1	1.1	1.2	-5	-4	-4	1.1	-6
Cc1ccc(N2CCN(CCc3nc4cc(NS(C)(=O)=O)ccc4n3C)CC2)cc1	1.1	1	1	0.9	0.9	-12	-7	-2	1.2	-7
C=C(C)COc1ccc(-c2[nH]ncc2-c2ccc(OC)c(OC)c2)c(O)c1	1	1	1	0.9	0.9	-74	-2	4	0.84	-91
CCCOc1ccc(C(=O)CCC(=O)OCC(=O)Nc2ccc(Oc3ccccc3)cc2)cc1	1.1	0.9	1	0.9	0.9	-13	-6	-2	0.91	-3
Cn1c(Cn2cnc(Cl)c2Cl)nc2ccccc21	1	0.9	1.1	1.1	1	-14	-2	-7	1	8
CSCC[C@H](NC(=O)c1ccc(Cl)c(S(=O)(=O)N2CCCC2)c1)c1nc2ccccc2[nH]1	0.9	1	1	1.5	1	-6	10	-1	1	-5
Cc1[nH]c2ccccc2c1/C=C/c1cc[n+](C)cc1	1.1	0.5	0.7	1	0.7	31	-5	28	1	10
Cc1cc(NC(=O)c2cc(-c3cccs3)on2)no1	0.9	0.9	1	1.1	1	-4	11	0	1.9	10
CCOc1ccccc1NC(=O)C1CCN(S(=O)(=O)c2ccc(OC)c(OC)c2)CC1	1	1	1	0.9	0.9	-14	4	-1	0.91	8
Cc1nc2ccccc2n1-c1ccccc1	1.1	0.8	1.1	1.1	1.1	2	-6	-7	0.8	14
COCCn1c(CNc2ccc(F)cc2)nnc1SCC(=O)Nc1ccc(OC)cc1OC	1.1	1	1.1	0.9	0.9	-12	-6	-6	0.94	-5
COc1ccc(CC2(CO)CCN(S(=O)(=O)c3c(C)nn(C)c3C)CC2)cc1	1	1.1	1	1	1	-2	-2	0	1	-2
COc1cccc(OCC(=O)Nc2ccccc2C(N)=O)c1	0.4	0.9	1	1	1	-12	59*	-3	2.1	85
Cc1cccc(C(=O)O/N=C(\N)c2ccc(Br)cc2)c1	0.8	0.9	1	0.9	0.9	-10	25	-3	4*	31
COc1cc(NC(=O)Nc2cccc(C(C)=O)c2)cc(OC)c1OC	1	1	1.1	0.8	0.8	-15	1	-6	0.62	-13
Cc1cccc(N(Cc2cc3ccccc3[nH]c2=O)S(C)(=O)=O)c1	1	1	1	1.2	1.2	-3	2	4	0.92	21
O=C(N/N=C/c1cccs1)c1cc(-c2ccncc2)nc2ccccc12	1	1.1	1	1	1	0	0	0	2.8	-95
COc1cc(-c2nc(-c3ccc(NC(=O)c4ccc5c(c4)OCO5)cc3)no2)cc(OC)c1OC	1	1	1.1	1	0.9	-6	4	-6	1.1	19
CC(=O)NNc1nc(-c2ccc(C)cc2)cs1	1	1.3	1	1.1	1.2	-91	3	4	1.4	22
COc1cccc(C(=O)Nc2c(F)cccc2F)c1	1.1	1	1.1	1	1	-6	-8	-6	1.2	-2
Cc1cccc(NC(=O)CCC(=O)NCCO)c1	1	0.8	1	1	1	-6	-2	3	0.99	1
Cc1cc2cc(C(c3nnnn3C3CCCC3)N(Cc3cccnc3)Cc3ccco3)c(=O)[nH]c2cc1C (stereo not drawn)	1.1	1	1	1.2	1.1	8	-6	-3	0.97	-2
O=C(Nc1ncc(Cc2cccc(Cl)c2)s1)c1ccc([N+](=O)[O-])cc1	1	0.9	1	1.1	1	7	-4	1	1.2	-17
c1ccc(-c2nc(-c3ccco3)n3ccccc23)cc1	1	1	1	0.7	1	-2	4	4	1.1	-2
O=C(CSCc1c(Cl)cccc1Cl)NCc1ccco1	1	1	1	1.1	1.1	-12	-5	-2	1.1	19
O=C(COC(=O)CNS(=O)(=O)c1c(Cl)cccc1Cl)Nc1cccnc1Cl	1.1	1	1	0.9	1	4	-6	-3	1.1	-7
CC1=NN(C(=O)c2csc(C)c2C)C(O)(C(F)(F)F)C1 (stereo not drawn)	0.9	1	1	1.1	1.1	-19	6	4	1.2	-8
Cc1ccc(C(=O)c2sc3c(c2N)c(=O)[nH]c(=O)n3CCc2ccccc2)cc1	1.1	0.7	1	1	0.9	-61	-7	-5	0.71	-17
CCOc1ccc(C(=O)Nc2ccccc2NC(C)=O)cc1OCC	1	0.9	1	1.1	1.1	-7	2	2	1.1	-20
CCN(CC(=O)Nc1c(F)cccc1F)C(=O)CCc1c[nH]c2ccccc12	1.1	1.1	1.1	0.9	0.9	-19	-5	-6	.	-4
Cn1c(-c2ccccc2)c[n+]2c1-c1ccccc1C2	1	0.9	1	1	1	-5	-4	0	0.92	9
C=C1N(c2ccc(Cl)cc2)C(=O)OC1(C)C	1	1	1	0.9	0.9	-2	-1	0	1.3	10
COc1ccc(N2CCN(C(=O)C3CC(O)CN3S(=O)(=O)c3ccc([N+](=O)[O-])cc3)CC2)cc1 (stereo not drawn)	1.1	0.9	1.1	1	1.1	-10	-6	-7	0.79	1
